Ba/F3 V617F tox: reduced viability of JAK2V617F-dependent Ba/F3 cells, primary screen, JAK2V617F inhibitor project, cell-based, Ba/F3 EpoR-JAK2V617F, luminescence; 1.1% of 220,000 active; inhibition, % at 5.6 µM; ATP luminescence;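 active = inhibition above the campaign mean plus 3 SD over all tested compounds, cut at about 24% in these data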;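 note: cytokine-independent growth of Ba/F3 cells driven by EpoR plus mutant JAK2; 0% = DMSO-treated cells and 100% = JAK inhibitor I control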
NPY2 pot ag: NPY-Y2 potentiators or agonists, primary screen, cell-based | cells expressing NPY-Y2, potentiator/agonist read-out | activation, % at 3.6 µM | 0.45% of 220,000 active | AID 1359, 2008; in the data active = activation above about 27%;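 note: cells stimulated with NPY near EC25 plus isoproterenol at EC100; 0% = vehicle plus submaximal agonist and 100% = vehicle plus saturating agonist; some results beyond the cut were filed as inactive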
Target sequence (P49146 whole entry, looked up): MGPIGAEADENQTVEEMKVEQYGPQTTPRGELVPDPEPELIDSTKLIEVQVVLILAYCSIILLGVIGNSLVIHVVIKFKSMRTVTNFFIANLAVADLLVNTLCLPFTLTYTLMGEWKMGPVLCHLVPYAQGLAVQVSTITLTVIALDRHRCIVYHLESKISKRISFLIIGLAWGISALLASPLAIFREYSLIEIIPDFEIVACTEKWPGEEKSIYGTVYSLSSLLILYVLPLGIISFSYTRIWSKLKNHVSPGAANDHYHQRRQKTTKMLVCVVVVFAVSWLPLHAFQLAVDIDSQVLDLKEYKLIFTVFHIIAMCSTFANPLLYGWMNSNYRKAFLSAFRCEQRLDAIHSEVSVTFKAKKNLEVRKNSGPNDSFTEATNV
S1P4 antagonist: S1P4 receptor antagonists, primary screen, cell-based. S1P4-expressing cells, antagonist mode, reporter read-out. 0.26% of 220,000 active. Sphingosine 1-phosphate receptor 4 (Homo sapiens), O95977. inhibition, % at 4.98 µM. AID 1510, 2009; in the data active = inhibition above about 29%;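 note: 0% = wells stimulated with agonist and 100% = vehicle wells without agonist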
Target sequence (O95977 whole entry, looked up): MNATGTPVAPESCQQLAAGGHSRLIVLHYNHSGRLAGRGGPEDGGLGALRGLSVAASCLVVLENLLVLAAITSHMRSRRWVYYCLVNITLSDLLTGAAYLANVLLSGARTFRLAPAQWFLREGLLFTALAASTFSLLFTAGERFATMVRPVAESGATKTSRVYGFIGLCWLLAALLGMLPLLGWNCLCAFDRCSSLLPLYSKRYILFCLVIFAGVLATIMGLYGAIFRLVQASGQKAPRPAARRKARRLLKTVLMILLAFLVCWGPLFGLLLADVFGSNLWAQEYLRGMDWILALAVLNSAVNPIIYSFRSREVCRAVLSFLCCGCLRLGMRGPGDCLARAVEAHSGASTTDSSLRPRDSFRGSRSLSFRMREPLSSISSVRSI
NPY-Y1 antag: NPY-Y1 receptor antagonists, primary screen, cell-based; 1% of 200,000 active; AID 1040, 2008; HEK293-CNG Y1 cells, membrane potential fluorescence; NPY at EC95, then isoproterenol; inhibition, % at 3.6 µM;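 active = inhibition above the campaign mean inhibition of all tested compounds plus 3 SD, cut at about 20% in these data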;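 note: 0% = DMSO wells given NPY plus isoproterenol and 100% = isoproterenol alone without NPY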
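Material: Y1- and CNG-channel-expressing HEK293 cells / Probe or stimulus: NPY 25 nM then isoproterenol 1 µM plus Ro 20-1724 25 µM / Doses: 3.6 µM single dose, DMSO 0.4% / Schedule: compound incubation 1 h at room temperature, readout 45 min post-stimulation / Signal: membrane potential fluorescence / Benchmarks: isoproterenol-only wells as full block versus NPY-plus-isoproterenol wells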
Runt-CBFb FRET: inhibitors of RUNX1 Runt–CBFb binding, primary screen, biochemical, FRET, Cerulean-Runt, Venus-CBFb, uHTS | inhibition, % at 20 µM | Runt-related transcription factor 1 (Homo sapiens) + Core-binding factor subunit beta … | Cerulean-Runt/Venus-CBFb FRET ratio 530/480, 1 h | 0.46% of 220,000 active;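 active = inhibition over about 50% at 20 µM in the single-dose screen, limit read from the data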;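 note: 0% = DMSO wells and 100% = excess unlabeled CBFb competitor control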
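Assay system: Cerulean-Runt domain fusion protein, energy donor; Signal: fluorescence energy transfer, 422 nm excitation, 530/480 nm emission; Timing: 1 h compound exposure, room temperature; Control set: unlabeled CBFb; Medium: Tris buffer pH 7.5 with salts and BSA; Compound: single test concentration of 20 µM, 1% DMSO final; Probe or stimulus: Venus-CBFb 100 nM.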
NPY-Y1 PAM-ag: NPY-Y1 receptor potentiators or agonists, primary screen, cell-based | Neuropeptide Y receptor type 1 (Homo sapiens), P25929 | 0.37% of 220,000 active | activation, % at 3.6 µM | NPY-Y1 expressing cells, potentiator/agonist activation; in the data active = activation above about 33%, passing the limit was not always enough;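 note: cells stimulated with NPY at EC10 then isoproterenol at EC100; 0% = low agonist plus stimulus and 100% = saturating agonist plus stimulus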
S1P4 ag: S1P4 receptor agonists, primary screen, cell-based. 0.35% of 220,000 active. S1P4-expressing cell line, agonist reporter assay. Sphingosine 1-phosphate receptor 4 (Homo sapiens), O95977. activation, % at 4.98 µM; in the data active = activation above about 11%;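 note: 0% = DMSO vehicle and 100% = reference agonist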
BaF3 parental: parental Ba/F3 cell viability inhibition, counter-screen for JAK2V617F inhibitor project, murine pro-B, CellTiter-Glo luminescence; CellTiter-Glo ATP luminescence; inhibition, % at 5.6 µM; 1.1% of 220,000 active; AID 1486, 2009;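 active = inhibition above a per-campaign cutoff, the mean inhibition of all tested compounds plus 3 SD, cut at about 27% in these data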;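 note: 0% = DMSO wells and 100% = JAK Inhibitor I control wells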
RBBP9 inh: human RBBP9 inhibitors, primary screen, biochemical, fluorescence polarization, FP-Rh probe, HTS | inhibition, % at 7.94 µM | recombinant RBBP9 | 0.2% of 220,000 active | Serine hydrolase RBBP9 (Homo sapiens), O75884;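 active = inhibition above the campaign mean of all tested compounds plus 3 SD, cut at about 14% in these data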;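 note: plate controls were DMSO wells with RBBP9 for no effect and wells lacking RBBP9 protein for full effect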
Target sequence (O75884 whole entry, looked up): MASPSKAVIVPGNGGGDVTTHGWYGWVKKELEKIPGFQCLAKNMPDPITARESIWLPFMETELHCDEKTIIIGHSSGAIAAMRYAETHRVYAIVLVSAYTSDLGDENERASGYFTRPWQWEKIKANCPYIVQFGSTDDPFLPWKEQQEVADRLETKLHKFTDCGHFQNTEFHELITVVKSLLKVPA
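System: RBBP9 protein | Quantity: 2.5 µM RBBP9 dispensing solution, before mixing | Reagent: FP-Rh probe, 375 nM dispensing solution | Timing: Enzyme-compound preincubation 30 min, then probe labeling 45 min, 25 °C | Measured by: Fluorescence polarization | Read-out: % inhibition | Replication: One well per compound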
Active calls of the source: *; · = no result given.

The opening 2 compounds as a preview:
SMILES | Ba/F3 V617F tox | NPY2 pot ag | S1P4 antagonist | NPY-Y1 antag | Runt-CBFb FRET | NPY-Y1 PAM-ag | S1P4 ag | BaF3 parental | RBBP9 inh
Cc1ccc(S(=O)(=O)N2CCCCC2)c(C)c1NS(C)(=O)=O | 6 | -13 | -13 | 1 | 0 | -16 | -1.4 | 7 | -4
CCCc1nc(SCC(=O)Nc2ccccc2OC)c2c(=O)n(C)c(=O)n(C)c2n1 | 0 | 2 | 1 | 16 | -4 | 7 | -0.8 | 7 | -6

This part in full, from the start:
SMILES | Ba/F3 V617F tox | NPY2 pot ag | S1P4 antagonist | NPY-Y1 antag | Runt-CBFb FRET | NPY-Y1 PAM-ag | S1P4 ag | BaF3 parental | RBBP9 inh
Cc1ccc(S(=O)(=O)N2CCCCC2)c(C)c1NS(C)(=O)=O | 6 | -13 | -13 | 1 | 0 | -16 | -1.4 | 7 | -4
CCCc1nc(SCC(=O)Nc2ccccc2OC)c2c(=O)n(C)c(=O)n(C)c2n1 | 0 | 2 | 1 | 16 | -4 | 7 | -0.8 | 7 | -6
Cc1cc(NCc2ccccc2Cl)n2nnnc2n1 | -5 | -9 | -8 | -1 | 0 | -4 | -1.6 | 6 | -6
N/C(CN1CCCC1=O)=N\OC(=O)c1ccc(Cl)cc1 | -4 | -4 | -7 | -3 | -2 | 7 | 0.9 | 4 | -5
COc1ccc(N(CC(=O)O)S(=O)(=O)c2cccnc2)cc1 | -1 | -1 | -13 | 1 | -1 | -20 | 1.2 | 3 | -7
O=C(COc1ccc(Cl)cc1)NCCSCc1cccc(Cl)c1 | -2 | -20 | 5 | 11 | -4 | -31 | 2.0 | 3 | -5
Cc1c(CC(Cl)(Cl)Cl)c2c(n1O)CC(C)(C)CC2=O | 0 | -5 | -15 | 4 | -1 | -1 | -0.1 | 5 | -3
CN(C)S(=O)(=O)c1ccc(S(=O)(=O)NC2CCOC(C)(C)C2)cc1 (configuration not stated) | 1 | 3 | -11 | 1 | 0 | -3 | -3.3 | 4 | -7
Cc1nc(N)nc(COc2ccccc2)n1 | 2 | 5 | -3 | · | 0 | 10 | 1.6 | 1 | -7
Cc1ccc(C)c(N(C)S(=O)(=O)c2ccc3[nH]cc(C(=O)NCCN4CCOCC4)c(=O)c3c2)c1 | 4 | -4 | -10 | 4 | -5 | -14 | -1.2 | 6 | -4
O=C(OCC(=O)c1cccs1)c1ccccc1 | -3 | 4 | -5 | 0 | -1 | 5 | 0.2 | 5 | -5
O=C1CCCC/C1=C/Nc1ccc(S(=O)(=O)Nc2ncccn2)cc1 | -2 | 9 | -15 | -10 | -1 | 5 | 0.6 | 3 | -1
CNC(=O)/C(C#N)=C/c1ccc(-c2nc3ccccc3s2)o1 | 0 | 4 | 11 | · | -45 | -25 | 3.0 | 4 | -10
O=C(Nc1ccc(F)cc1)NC1(C(=O)NCc2ccco2)CCCCC1 | -4 | 7 | 14 | -2 | 0 | 0 | 1.0 | 0 | 5
CCOc1ccc(N2Cc3ncccc3C2=O)cc1 | 2 | 6 | -11 | -2 | 0 | 13 | -0.5 | 5 | -2
CCCc1nnc(NC(=O)CCC(=O)N2CCN(c3ccccn3)CC2)s1 | -1 | -9 | -15 | 4 | -1 | -14 | 1.1 | 2 | -1
O=C(O)c1cccc(S(=O)(=O)NCCc2ccccc2)c1 | 7 | -13 | -9 | 0 | -1 | -16 | 1.0 | 8 | 5
Cc1ccc(S(=O)(=O)n2nc(C)cc2N)cc1 | 4 | -20 | -14 | 2 | -1 | 8 | 0.8 | 1 | 1
CC(C)(C)c1ccc(NC(=O)c2ccccc2)c([N+](=O)[O-])c1 | -4 | -3 | -5 | 6 | -3 | 0 | 0.2 | 2 | 6
COC(=O)c1ccc(Oc2c(C)oc3c(CN4CCN(C)CC4)c(O)ccc3c2=O)cc1 | -1 | 2 | -11 | -4 | 1 | -14 | 0.7 | 3 | -10
O=C(CNC(=O)c1ccc(Cl)cc1Cl)OCC(=O)c1ccc2c(c1)OCCO2 | -4 | -1 | -14 | 6 | 2 | -26 | 0.6 | 1 | -6
C/C(N)=C(/C#N)C(=O)CSc1nc2ccccc2c(=O)n1Cc1ccc(C)cc1 | 7 | -9 | -13 | 0 | · | -3 | -0.3 | 7 | -16
Nc1nc2c3ccccc3nc(Cc3ccccc3)n2n1 | 1 | -12 | -9 | -1 | 2 | 11 | 1.2 | 6 | -4
CCOc1cc([N+](=O)[O-])cc2c1C(=O)Nc1ccccc1O2 | 0 | 6 | -1 | -8 | -2 | 19 | 0.6 | 0 | 6
C=CCSc1nnc(-c2cc(Br)ccc2N)c(=O)[nH]1 | -3 | 4 | -21 | 4 | 6 | 1 | 2.2 | 5 | -8
COc1cc(CN(C)CCc2ccccc2)ccc1OCc1ccccc1 | -2 | -15 | -10 | 7 | 0 | -40 | 2.2 | 8 | -4
Cc1cc(C)nc(-n2nc(C)cc2NC(=O)C(C)C)n1 | 0 | 0 | -17 | 8 | 0 | -9 | 0.8 | 4 | -10
COc1ccc(NC(=O)C2=C(C)C(=O)OC23CCC(C)CC3)c(OC)c1 (configuration not stated) | -2 | 1 | -3 | -1 | 0 | -5 | 0.2 | 3 | -1
CC1CCCC(NC(=O)CSc2ccc(F)cc2)C1C (configuration not stated) | -2 | 5 | -9 | 67* | 1 | 1 | -0.1 | 6 | -2
Cn1c(=O)c2c(SCc3ccccc3)nc(C3CC3)nc2n(C)c1=O | -4 | 3 | -5 | · | 0 | -15 | 1.0 | 3 | 5
Cc1sc(N/N=C/C=C/c2ccccc2)nc1-c1ccccc1 | 2 | 9 | -2 | 1 | 10 | 9 | 1.0 | -1 | 1
ONC(=Nc1ccc(Cl)cc1)c1ccc(Cl)cc1 | -3 | 5 | -8 | -3 | 0 | 7 | 2.4 | 3 | -2
Cc1cccc(NC(=O)CC2NCCNC2=O)c1 (configuration not stated) | 2 | 4 | 4 | 0 | 1 | -5 | 5.6 | 7 | -8
CC(C)(C)CC(=O)Nc1cccc2c1CCCC2 | -1 | -11 | 3 | 1 | -1 | -16 | 2.0 | 5 | 7
COc1cc2c(cc1OC)CN(CC(=O)NC(=O)NC1CCCCC1)CC2 | 0 | -4 | -16 | -5 | 0 | 5 | -0.8 | 4 | 6
COCCOC(=O)C1=C(C)NC2=C(C(=O)CC(C)(C)C2)C1c1ccc2c(c1)OCO2 (configuration not stated) | 2 | -11 | -17 | 0 | 0 | -9 | 1.7 | 8 | -8
O=C(O)c1cnc(-c2ccccc2)nc1-c1ccccc1 | 0 | -5 | 8 | 5 | 0 | -4 | 1.8 | 5 | 0
CCn1c(SCC(=O)Nc2oc(-c3ccccc3)c(-c3ccccc3)c2C#N)nnc1-c1cc(OC)cc(OC)c1 | -1 | 8 | 5 | 9 | -5 | 6 | -1.6 | 1 | 3
O=C(CN(C(=O)Cn1nnc(-c2cccs2)n1)c1cnc2ccccc2c1)NCC1CCCO1 (configuration not stated) | 0 | 2 | -8 | 2 | 4 | 13 | -0.3 | 9 | -7
CCCc1cc(=O)oc2cc(OCC(=O)Nc3ccc4c(c3)OCCO4)ccc12 | -8 | 12 | 1 | -1 | 1 | -15 | -0.4 | 2 | 6
CS(=O)(=O)N(CC(=O)N1CCCCCC1)Cc1ccc(Cl)cc1 | -3 | 6 | -1 | 0 | 1 | 5 | -2.5 | 1 | -5
O=C1COc2ccc(C(=O)COC(=O)c3ccco3)cc2N1 | -1 | -3 | -7 | · | 0 | 8 | 0.3 | 2 | -11
Cc1ccc(NC(=O)CSc2nc3ccccc3c(=O)n2CCCC(=O)NCCCN2CCOCC2)cc1 | 4 | -15 | 1 | 12 | -2 | -29 | -3.1 | 1 | -10
CC1CC(Nc2ccccc2)c2ccccc2N1C(=O)c1ccncc1 (configuration not stated) | 4 | -2 | -3 | 7 | 1 | 2 | -1.4 | 4 | 0
COc1ccccc1-c1coc2cc(OCC(=O)OCc3ccccc3)ccc2c1=O | -3 | -3 | 0 | 3 | 0 | -23 | 0.0 | 3 | -8
O=C(Nc1ccc2c(c1)CCC2)c1cccs1 | -1 | -2 | -21 | 3 | 0 | -3 | 0.1 | 1 | -6
O=C(CC(c1ccc(F)cc1)c1ccco1)Nc1nccs1 (configuration not stated) | -3 | 3 | -13 | 6 | 1 | 8 | -1.0 | 7 | -1
Cc1cccc(-n2ncc3c(N4CCc5ccccc54)ncnc32)c1 | 0 | -8 | -27 | 2 | 1 | -2 | -1.5 | 6 | -8
CC(C)c1ccc(NC(=S)NNC(=O)c2cccnc2)cc1 | 1 | 0 | 15 | -3 | 1 | 7 | 1.6 | 4 | -2
COc1ccc(Cl)cc1NC(=O)CS(=O)(=O)c1cccc2nsnc12 | -4 | 12 | 7 | -3 | -2 | 14 | -0.6 | -3 | -3
O=C(NNc1ccc([N+](=O)[O-])cc1)c1ccccc1F | 0 | 10 | -22 | -6 | -2 | 15 | -0.6 | 8 | -4
O=C(c1ccc(Br)cc1)N(C1=NCCCCS1)c1ccccc1 | -4 | -3 | -10 | 3 | 0 | -6 | -0.6 | -1 | -5
COc1cc(-c2cc(C(=O)N3CCN(c4ccccn4)CC3)c3ccccc3n2)cc(OC)c1OC | 3 | -2 | 8 | -1 | · | -8 | -0.4 | 4 | 3
Cc1ccc2cc(C(c3nnnn3C3CCCC3)N(Cc3cccnc3)Cc3ccco3)c(=O)[nH]c2c1 (configuration not stated) | -3 | 18 | -15 | 5 | 20 | 15 | -0.6 | 0 | -6
CCc1nc(Nc2ccc(N3CCN(C(C)=O)CC3)cc2)c2oc3ccccc3c2n1 | 1 | -1 | 2 | 1 | 12 | 3 | 1.0 | 6 | -7
CCCCn1c(SCC(=O)N2CCCc3ccccc32)nc2c1c(=O)n(C)c(=O)n2C | -3 | -1 | -7 | -1 | -4 | 24 | 1.6 | 0 | -2
CCN1CCN(CC(=O)N/N=C/c2ccc(F)cc2F)CC1 | -3 | -7 | -3 | 4 | 2 | 20 | 2.4 | 3 | -2
CN(C)CCN1CCc2ccccc21 | 5 | 1 | 0 | 2 | 0 | 9 | 1.2 | 9 | -2
COc1ccc2[nH]c3ccc(OC)cc3c2c1 | -7 | 66* | 3 | -22 | 2 | 65* | -1.4 | 1 | 2

Compound activity as filed in PubChem.
